LEDGF integ inh: blockers of LEDGF/p75-dependent integrase strand transfer – biochemical, TR-FRET, high throughput, primary screen. inhibition, % at 3.7 µM. 370,000 tested, 0.64% active. HIV-1 integrase (with human LEDGF/p75). TR-FRET IN-LEDGF/p75 DNA integration, Eu/Cy5;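 active means inhibition above the screen-wide mean plus 3 SD, cut at about 13% in these data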;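 further: signal is the Cy5 over europium emission ratio at 671 and 618 nm; 0% = plate median of compound wells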
UHRF1 MBD2 ctr: UHRF1 methylated DNA binding inhibitors, primary screen, counter-screen for MBD2 inhibitor project, biochemical, TR-FRET, human UHRF1, single concentration | inhibition, % at 4.4 µM | 370,000 tested, 0.75% active | AID 687016, 2013 | UHRF1 binding to methylated oligo; in the data active means inhibition above about 21%;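 further: UHRF1 SRA domain binding a hemimethylated CpG hairpin DNA probe; 0% = median of test compound wells and 100% = reference inhibitor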
mABHD4 FP: ABHD4 inhibitors, primary screen, biochemical, fluorescence polarization, mouse. inhibition, % at 8.92 µM. (Lyso)-N-acylphosphatidylethanolamine lipase (Mus musculus), Q8VD66. purified mABHD4, FP-Rh probe fluorescence polarization. 370,000 tested, 0.54% active;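 active means inhibition exceeding the mean over every tested compound plus 3 SD, cut at about 30% in these data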;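 further: 0% = plate median of compound wells and 100% = S159A mutant with DMSO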
Target sequence (Q8VD66 whole entry, looked up): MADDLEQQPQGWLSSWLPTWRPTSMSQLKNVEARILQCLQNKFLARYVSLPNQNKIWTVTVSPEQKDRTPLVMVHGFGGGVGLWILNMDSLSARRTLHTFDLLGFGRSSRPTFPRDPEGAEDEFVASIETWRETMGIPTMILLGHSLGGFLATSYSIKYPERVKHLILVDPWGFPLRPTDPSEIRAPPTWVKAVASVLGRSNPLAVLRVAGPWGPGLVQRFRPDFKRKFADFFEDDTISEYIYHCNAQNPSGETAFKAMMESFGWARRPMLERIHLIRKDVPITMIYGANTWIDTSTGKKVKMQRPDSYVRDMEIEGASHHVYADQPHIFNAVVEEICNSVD
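Assay system: mouse ABHD4 enzyme, wild type / Also added: fluorescent activity-based probe FP-Rh / Doses: single nominal dose of 8.92 µM, 0.89% DMSO final / Timing: 45 min compound pre-incubation plus 60 min probe step, 25 °C / Signal: FP readout, ex 525 nm / em 598 nm / Control set: S159A mutant/DMSO as 100%, compound-well median as 0%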
PRMT1 inh: PRMT1 methyltransferase inhibitors, primary screen, biochemical, fluorescence polarization | 370,000 tested, 1.3% active | inhibition, % at 2.79 µM | AID 652257, 2013 | recombinant PRMT1, activity-based probe fluorescence polarization | Protein arginine N-methyltransferase 1 (Homo sapiens), Q99873;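 active means inhibition above about 21% made by adding two undisclosed values, limit read from the data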
Target sequence (Q99873 whole entry, looked up): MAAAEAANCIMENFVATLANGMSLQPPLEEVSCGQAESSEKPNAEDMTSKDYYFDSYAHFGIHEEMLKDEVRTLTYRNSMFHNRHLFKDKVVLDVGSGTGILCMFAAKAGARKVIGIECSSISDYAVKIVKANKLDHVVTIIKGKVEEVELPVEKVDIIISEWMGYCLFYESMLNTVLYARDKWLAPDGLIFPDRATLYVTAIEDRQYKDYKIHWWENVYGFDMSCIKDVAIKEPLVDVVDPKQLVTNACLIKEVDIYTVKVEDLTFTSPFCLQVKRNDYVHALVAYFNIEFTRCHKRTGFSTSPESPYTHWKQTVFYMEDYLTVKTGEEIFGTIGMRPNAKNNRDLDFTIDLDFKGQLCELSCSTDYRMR
PG9 Ab binder: binders of HIV-1 gp120 antibody PG9, primary screen, biochemical, TR-FRET; TR-FRET gp120-PG9 antibody binding; inhibition, % at 6.7 µM; 360,000 tested, 0.43% active; AID 624416, 2012; in the data active means inhibition above about 8.5%
HTRA1 inhibitor: HTRA1 serine protease inhibitors, primary screen, biochemical, fluorescence polarization, HTS | Q92743 | inhibition, % at 5.96 µM | AID 504803, 2011 | 340,000 tested, 0.5% active | recombinant HTRA1, FP-rhodamine activity-based probe; in the data active means inhibition above about 36%;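 further: 0% = enzyme with DMSO and 100% = wells lacking enzyme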
TDP2 inh: human TDP2 enzyme inhibitors, primary screen, biochemical, epi absorbance, recombinant enzyme. T5PNP hydrolysis, p-nitrophenol absorbance 415 nm. inhibition, % at 12.8 µM. 370,000 tested, 0.34% active;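 active means inhibition above the mean of all tested compounds plus 3 SD, set per campaign, cut at about 25% in these data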;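 further: 0% = DMSO with enzyme and 100% = buffer with substrate but no TDP2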
Target sequence (O95551 whole entry, looked up): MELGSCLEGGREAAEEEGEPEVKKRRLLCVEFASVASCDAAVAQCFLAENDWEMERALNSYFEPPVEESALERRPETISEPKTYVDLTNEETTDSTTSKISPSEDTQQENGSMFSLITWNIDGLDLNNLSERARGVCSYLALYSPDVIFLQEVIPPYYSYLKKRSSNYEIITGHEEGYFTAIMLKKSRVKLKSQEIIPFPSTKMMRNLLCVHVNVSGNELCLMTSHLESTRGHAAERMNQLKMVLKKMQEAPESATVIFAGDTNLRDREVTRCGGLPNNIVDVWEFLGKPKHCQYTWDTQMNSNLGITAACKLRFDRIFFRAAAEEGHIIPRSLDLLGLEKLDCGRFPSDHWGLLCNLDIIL
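Assay system: recombinant human TDP2 / Reagent: T5PNP substrate at 5 mM, a TopII-DNA adduct mimic / Measured by: epi absorbance from released p-nitrophenol / Evaluation: % inhibition relative to enzyme-containing and enzyme-free wells / Control set: enzyme-free and DMSO wells / Replicates: each compound tested once, singlicate / Schedule: enzyme reaction with compound for 2 h at 37 °C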
TCR-CD3 inh: inhibitors of human TCR-CD3 interaction, primary screen, biochemical, fluorescence, TAMRA-labeled TCR probe | 360,000 tested, 0.37% active | AID 651800, 2012 | inhibition, % at 9.4 µM; in the data active means inhibition above about 19%;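 further: recombinant mutant TCR 2C K166C tagged with TAMRA read by polarization; 0% = receptor in buffer alone and 100% = receptor with positive control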
SIAE inh: human SIAE inhibitors, primary screen, biochemical, fluorescence polarization, FP-Rh probe, 1536-well HTS. Sialate O-acetylesterase (Homo sapiens), Q9HAT2. SIAE FP-Rh probe binding. inhibition, % at 9.66 µM. 370,000 tested, 0.69% active;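 active means inhibition above a cutoff: mean of compounds within the control limits plus 3 SD of those, cut at about 17% in these data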;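 further: 0% = plate median of compound wells and 100% = probe without SIAE protein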
Tn7 DDE FP: inhibitors of Tn7 peptide binding to fibrin DD(E), primary screen, biochemical, fluorescence polarization, human fibrin, Tn7 probe | 370,000 tested, 0.13% active | FP displacement of FITC-Tn7 peptide from fibrin DD(E); 0% = median of compound wells per plate | AID 720508, 2013 | inhibition, % at 8.3 µM;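 active means inhibition above the mean of compounds falling within the control limits plus 3 SD of them, cut at about 14% in these data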;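 further: 0% = plate median of compound wells and 100% = 10 µM Aha-Tn7 peptide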
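Assay system: Human fibrin DD(E) protein | Medium: Tris buffer with calcium and detergent, pH 7.8 | Reagent: 0.1 µM fluorescent Tn7 | Compound dosing: Single point at 8.3 µM | Times: 10 min preincubation, 3 h with tracer, room temperature | Detection: Fluorescence polarization of the labelled Tn7 tracer | Controls: Aha-Tn7 high control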
* hit, by the source's call. Hits appear at their usual frequency (roughly 4.2% active in at least one column).

For CCN(C(=O)CSc1nc2cc(C(=O)O)ccc2c(=O)n1-c1ccccc1F)C1CCS(=O)(=O)C1 (centres undefined) the results were LEDGF integ inh -4, UHRF1 MBD2 ctr -1, mABHD4 FP -1, PRMT1 inh -1, PG9 Ab binder -1.0, HTRA1 inhibitor 4, TDP2 inh 3, TCR-CD3 inh 2, SIAE inh 3 and Tn7 DDE FP 4.
Screening O=C(Nc1sc2c(c1-c1nc3ccccc3[nH]1)CCCC2)C1CC1 returned LEDGF integ inh 2, UHRF1 MBD2 ctr 5, mABHD4 FP -5, PRMT1 inh 4, PG9 Ab binder 3.2, HTRA1 inhibitor 4, TDP2 inh -9, TCR-CD3 inh -7, SIAE inh -7 and Tn7 DDE FP 5.
CCOC(=O)c1ccc(NC(=O)C(C)Sc2nc(O)c(-c3ccccc3)c(=O)[nH]2)cc1 (centres undefined) was read as LEDGF integ inh -1, UHRF1 MBD2 ctr 3, mABHD4 FP 1, PRMT1 inh 4, PG9 Ab binder 0.1, HTRA1 inhibitor -9, TDP2 inh -1, TCR-CD3 inh 2, SIAE inh -1 and Tn7 DDE FP -3.
COc1ccc(OCCN2CCC(C(=O)NC(c3ccc(Cl)cc3)c3cccnc3)CC2)cc1 (centres undefined) was read as LEDGF integ inh -1, UHRF1 MBD2 ctr 1, mABHD4 FP 3, PRMT1 inh -1, PG9 Ab binder 0.3, TDP2 inh -5, TCR-CD3 inh -6, SIAE inh 7 and Tn7 DDE FP 6.
For COc1ccc(OC)c(N2C(=O)CC(Cc3cc(C)cc(C)c3)C2=O)c1 (centres undefined) the results were LEDGF integ inh -7, UHRF1 MBD2 ctr 3, mABHD4 FP 1, PRMT1 inh 0, PG9 Ab binder -0.2, HTRA1 inhibitor -5, TDP2 inh -7, TCR-CD3 inh -7, SIAE inh 0 and Tn7 DDE FP -9.
Screening CC(C)CN(CCCNC(=O)CN1C(=O)CSc2ccc(S(=O)(=O)N3CCOCC3)cc21)CC(C)C returned LEDGF integ inh -1, UHRF1 MBD2 ctr -1, mABHD4 FP 3, PRMT1 inh -3, PG9 Ab binder -0.2, HTRA1 inhibitor -3, TDP2 inh 9, TCR-CD3 inh 6, SIAE inh 9 and Tn7 DDE FP -2.
`C#CCN(C[C@H]1[C@H](OC(=O)Nc2c(C)noc2C)[C@H](OC(=O)Nc2c(C)noc2C)CN(C(=O)OC(C)C)N1C(=O)OC(C)C)S(=O)(=O)c1ccc(C)cc1` gave LEDGF integ inh 0, UHRF1 MBD2 ctr -1, mABHD4 FP -4, PRMT1 inh -1, PG9 Ab binder -2.8, TDP2 inh -15, TCR-CD3 inh 4, SIAE inh 2 and Tn7 DDE FP -5.
`CC(C)C[C@H](NC(=O)N1c2ccccc2NC(=O)[C@@H]1C(C)C)C(=O)N[C@@H](Cc1ccccc1)C(=O)O` gave LEDGF integ inh 3, UHRF1 MBD2 ctr -3, mABHD4 FP 7, PRMT1 inh -1, PG9 Ab binder 0.7, HTRA1 inhibitor 2, TDP2 inh 11, TCR-CD3 inh -3, SIAE inh -1 and Tn7 DDE FP -2.
Cc1cc(C)c[n+](-c2[nH]c(=O)sc2/C=N/N=C(\[O-])c2cccnc2)c1 was read as LEDGF integ inh 2, UHRF1 MBD2 ctr -3, mABHD4 FP -3, PRMT1 inh 11, PG9 Ab binder -3.2, HTRA1 inhibitor 4, TDP2 inh -17, TCR-CD3 inh 7, SIAE inh -7 and Tn7 DDE FP 0.
Screening CCc1cc2c(=O)[nH]c(CC(N)=O)nc2s1 returned LEDGF integ inh -1, UHRF1 MBD2 ctr 0, mABHD4 FP 0, PRMT1 inh 0, PG9 Ab binder -2.1, HTRA1 inhibitor -4, TDP2 inh 6, TCR-CD3 inh 5, SIAE inh -4 and Tn7 DDE FP -3.
CCOc1cccc(CN2CCC(n3nccc3NC(=O)CCCc3ccccc3)CC2)c1 was read as LEDGF integ inh 1, UHRF1 MBD2 ctr 0, mABHD4 FP 0, PRMT1 inh -1, PG9 Ab binder -1.2, HTRA1 inhibitor -11, TDP2 inh 17, TCR-CD3 inh -4, SIAE inh -3 and Tn7 DDE FP 4.
Cc1cccc(C)c1NC(=O)Cc1cccs1 was read as LEDGF integ inh -5, UHRF1 MBD2 ctr -1, mABHD4 FP 1, PRMT1 inh 2, PG9 Ab binder 0.5, HTRA1 inhibitor 0, TDP2 inh -1, TCR-CD3 inh -8, SIAE inh 1 and Tn7 DDE FP 2.

Among those listed so far, two have an aryl methoxy group:
COc1ccc(OCCN2CCC(C(=O)NC(c3ccc(Cl)cc3)c3cccnc3)CC2)cc1 (centres undefined) was read as LEDGF integ inh -1, UHRF1 MBD2 ctr 1, mABHD4 FP 3, PRMT1 inh -1, PG9 Ab binder 0.3, TDP2 inh -5, TCR-CD3 inh -6, SIAE inh 7 and Tn7 DDE FP 6.
For COc1ccc(OC)c(N2C(=O)CC(Cc3cc(C)cc(C)c3)C2=O)c1 (centres undefined) the results were LEDGF integ inh -7, UHRF1 MBD2 ctr 3, mABHD4 FP 1, PRMT1 inh 0, PG9 Ab binder -0.2, HTRA1 inhibitor -5, TDP2 inh -7, TCR-CD3 inh -7, SIAE inh 0 and Tn7 DDE FP -9.

(cont.)
`N#CCC(=O)Nc1ccc(C(=O)OC(C(=O)Nc2ccc([N+](=O)[O-])cc2Br)c2ccccc2)cc1` (centres undefined) gave LEDGF integ inh 0, UHRF1 MBD2 ctr 1, mABHD4 FP -61, PRMT1 inh 1, PG9 Ab binder 2.2, HTRA1 inhibitor -58, TDP2 inh 4, TCR-CD3 inh 17, SIAE inh -118 and Tn7 DDE FP -3.
`Fc1cccc(/C=N/Nc2nccnc2Cl)c1` gave LEDGF integ inh -2, UHRF1 MBD2 ctr -3, mABHD4 FP 1, PRMT1 inh 0, PG9 Ab binder -1.6, HTRA1 inhibitor 6, TDP2 inh 9, TCR-CD3 inh 4, SIAE inh 4 and Tn7 DDE FP 5.
Screening Cc1ccc2c(c1C)OC(=O)CC2(C)C returned LEDGF integ inh 2, UHRF1 MBD2 ctr -5, mABHD4 FP 11, PRMT1 inh -1, PG9 Ab binder 0.5, HTRA1 inhibitor -3, TDP2 inh 4, TCR-CD3 inh -5, SIAE inh 3 and Tn7 DDE FP 0.
For CC(=O)Nc1cccc(NC(=O)C(=O)c2cn(CC(=O)N3CCCCC3)c3ccccc23)c1 the results were LEDGF integ inh 3, UHRF1 MBD2 ctr -1, mABHD4 FP 5, PRMT1 inh 0, PG9 Ab binder -0.4, HTRA1 inhibitor -6, TDP2 inh -1, TCR-CD3 inh -2, SIAE inh 0 and Tn7 DDE FP -2.
`Cc1cc2c(cc(C(=O)OC(C(=O)NCc3ccco3)C(C)C)n2C)o1` (centres undefined) gave LEDGF integ inh -3, UHRF1 MBD2 ctr 1, mABHD4 FP 1, PRMT1 inh 13, PG9 Ab binder -2.8, HTRA1 inhibitor -8, TDP2 inh -6, TCR-CD3 inh -2, SIAE inh -4 and Tn7 DDE FP -3.
`COc1ccc(C(=O)Nc2ccc(S(=O)(=O)N3CCCC3)cc2)c(OC)c1` gave LEDGF integ inh 0, UHRF1 MBD2 ctr -4, mABHD4 FP -5, PRMT1 inh 5, PG9 Ab binder 11*, HTRA1 inhibitor -6, TDP2 inh 5, TCR-CD3 inh -1, SIAE inh 3 and Tn7 DDE FP -2.
Screening COc1ccccc1-c1cc(C(=O)NCCCN2CCOCC2)no1 returned LEDGF integ inh 0, UHRF1 MBD2 ctr -2, mABHD4 FP 2, PRMT1 inh -5, PG9 Ab binder -2.1, HTRA1 inhibitor 4, TDP2 inh -7, TCR-CD3 inh 2, SIAE inh 0 and Tn7 DDE FP -1.
For O=C(CNC(=O)c1ccc(Cl)cc1)N/N=C/c1cccnc1 the results were LEDGF integ inh 1, UHRF1 MBD2 ctr -2, mABHD4 FP -2, PRMT1 inh -6, PG9 Ab binder -2.5, HTRA1 inhibitor 8, TDP2 inh -12, TCR-CD3 inh 2, SIAE inh 8 and Tn7 DDE FP -5.
`O=C1C(=O)N(C/C=C/c2ccccc2)c2ccccc21` gave LEDGF integ inh 6, UHRF1 MBD2 ctr -1, mABHD4 FP -2, PRMT1 inh 2, PG9 Ab binder -1.3, HTRA1 inhibitor -54, TDP2 inh 8, TCR-CD3 inh 2, SIAE inh 5 and Tn7 DDE FP 6.
Cc1nc(SCCC(=O)O)c2ccccc2n1 was read as LEDGF integ inh -2, UHRF1 MBD2 ctr 3, mABHD4 FP 0, PRMT1 inh 3, PG9 Ab binder 22*, HTRA1 inhibitor 1, TDP2 inh -11, TCR-CD3 inh 1, SIAE inh 10 and Tn7 DDE FP 3.
`Cc1[nH]c(=O)[nH]c(=O)c1CSc1nnc(CCCCCNC(=O)OC(C)(C)C)o1` gave LEDGF integ inh -3, UHRF1 MBD2 ctr 2, mABHD4 FP -3, PRMT1 inh -4, PG9 Ab binder -0.8, HTRA1 inhibitor 4, TDP2 inh -6, TCR-CD3 inh 2, SIAE inh 4 and Tn7 DDE FP 3.
For CSCC[C@H](NC(=O)[C@@H]1CSC2c3ccccc3C(=O)N21)C(=O)N1CCC[C@H]1CO (some centres undefined) the results were LEDGF integ inh -2, UHRF1 MBD2 ctr 1, mABHD4 FP -3, PRMT1 inh 5, PG9 Ab binder -1.5, HTRA1 inhibitor -4, TDP2 inh -6, TCR-CD3 inh -3, SIAE inh 1 and Tn7 DDE FP 2.
`COc1ccc(C(=O)CCN2CCCC(C)C2)cc1` (centres undefined) gave LEDGF integ inh 2, UHRF1 MBD2 ctr 0, mABHD4 FP -6, PRMT1 inh 25*, PG9 Ab binder -1.6, HTRA1 inhibitor -4, TDP2 inh -11, TCR-CD3 inh 2, SIAE inh 0 and Tn7 DDE FP 4.

Compound activity as filed in PubChem.
